Bioassay records from PubChem BioAssay.
miR122 inh: blocks miR-122 activity in Huh7 sensor cells; Huh7 miR-122 Renilla luciferase sensor, 48 h; neutral wells = 0, positive control = 100; activation (reporter increase), % at 12.5 µM; hit rate 0.3% among 340,000; AID 602342;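 active = mean replicate activation score at least 90 and every replicate individually at or above 90; inconclusive = only one of the two criteria met; inactive = neither criterion met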;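 note: higher luciferase means less miR-122 activity so hits act as miR-122 inhibitors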
DENV2 CPE: inhibitors of DENV2 cytopathic effect; DENV2-infected cells, cytopathic effect rescue, plate reader; AID 651640; CPE inhibition, % at 9.99 µM; hit rate 1.7% among 350,000; in the data active = CPE inhibition above about 20%, passing the limit was not always enough; inconclusive = no clear call, values can overlap the other calls; tested in BHK-21 cells;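 note: 0% = median of neutral control wells and 100% = median of positive control wells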
Casp6 inh: blocks human caspase-6 cleavage activity. purified caspase-6, Z-VEID-R110 cleavage fluorescence. inhibition, % at 12.5 µM. hit rate 0.53% among 350,000. AID 686996;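 active = mean inhibition across replicates at least about 35%, with every replicate also reaching that limit, limit read from the data; inconclusive = only one of the two criteria met; inactive = neither criterion met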;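 note: 0% = median of neutral control wells and 100% = no fluorescence left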
Target sequence (P55212 24-179 limits assumed): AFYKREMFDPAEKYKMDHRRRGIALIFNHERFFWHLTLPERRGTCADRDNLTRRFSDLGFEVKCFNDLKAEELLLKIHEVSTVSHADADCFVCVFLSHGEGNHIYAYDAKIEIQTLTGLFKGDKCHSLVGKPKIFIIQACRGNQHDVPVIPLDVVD
Target sequence (P55212 194-293 limits assumed): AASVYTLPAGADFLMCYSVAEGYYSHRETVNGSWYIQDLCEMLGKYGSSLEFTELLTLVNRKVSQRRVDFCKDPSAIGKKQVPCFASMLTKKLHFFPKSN
ERAP1 inh: ERAP1 (human) enzyme inhibition | Q9NZ08 | recombinant ERAP1, Leu-AMC fluorescence, 60 min | inhibition, % at 10.7 µM | hit rate 0.15% among 340,000 | AID 652197;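 active = mean replicate inhibition of at least 30%, or all replicates individually reaching that 30% level; inactive = mean below 30% and not every replicate reaching it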;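 note: 0% = neutral control wells and 100% = L-leucinethiol positive control wells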
SIRT5 inh: inhibitors of human sirtuin-5 desuccinylase; Q9NXA8; Purified SirT5, succinyl-peptide AMC, trypsin-coupled fluorescence; inhibition, % at 15 µM; hit rate 1.1% among 330,000; in the data active = inhibition above about 15%; inconclusive = no clear call, values can overlap the other calls
Target sequence (Q9NXA8 whole entry, looked up): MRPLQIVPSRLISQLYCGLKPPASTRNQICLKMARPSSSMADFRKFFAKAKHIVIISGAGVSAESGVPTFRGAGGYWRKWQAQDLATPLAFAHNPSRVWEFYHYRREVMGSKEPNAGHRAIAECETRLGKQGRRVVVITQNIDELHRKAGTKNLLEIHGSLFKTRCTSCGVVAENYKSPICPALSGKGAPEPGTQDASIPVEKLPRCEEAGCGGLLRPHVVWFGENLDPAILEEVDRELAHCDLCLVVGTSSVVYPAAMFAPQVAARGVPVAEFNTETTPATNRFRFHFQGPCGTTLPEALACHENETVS
ERp5 inh: ERp5 (human) disulfide isomerase inhibition; Q15084; ERp5 insulin aggregation, absorbance 650 nm, 90 min; inhibition, % at 9.99 µM; hit rate 0.05% among 350,000;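 active = mean replicate inhibition above about 25%, with every replicate also reaching it, limit read from the data, passing the limit was not always enough; inconclusive = only one of those two criteria met; inactive = neither criterion met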
Target sequence (Q15084 whole entry, looked up): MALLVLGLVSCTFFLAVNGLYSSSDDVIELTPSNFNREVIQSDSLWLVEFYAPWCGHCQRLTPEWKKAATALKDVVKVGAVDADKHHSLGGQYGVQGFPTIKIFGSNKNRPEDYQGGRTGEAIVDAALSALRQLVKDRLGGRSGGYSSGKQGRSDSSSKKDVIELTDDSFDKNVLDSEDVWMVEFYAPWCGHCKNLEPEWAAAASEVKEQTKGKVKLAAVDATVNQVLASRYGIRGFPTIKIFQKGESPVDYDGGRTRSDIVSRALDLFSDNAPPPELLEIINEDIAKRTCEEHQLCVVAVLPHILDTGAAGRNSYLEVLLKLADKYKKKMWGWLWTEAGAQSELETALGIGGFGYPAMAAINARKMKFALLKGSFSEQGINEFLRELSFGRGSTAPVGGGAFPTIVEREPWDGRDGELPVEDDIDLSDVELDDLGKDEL
CFTR F508del cor: correctors of CFTR F508del function in bronchial epithelial cells; CFBE cells, YFP halide quenching; stimulated with forskolin plus potentiator P3; % fluorescence drop versus neutral controls; activity (quench increase), % at 7.58 µM; hit rate 0.36% among 350,000;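 active = mean added fluorescence quench of at least 8% versus neutral control, with both replicates also reaching 8%; inconclusive = only one of the mean or replicate conditions met; inactive = mean below 8% and not both replicates reaching 8%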;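 note: cells transiently co-express mutant CFTR-F508del with the halide-sensitive YFP; corrector assay measuring rescue of mutant channel to the surface after 24 h compound exposure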
Active calls of the source: *; & = joins results of further samples; [ ] = another dose, or the depositor's remark.

Screening COc1ccc(CN(C)CCCn2cnc3c(OCc4ccccc4)ncnc32)cc1OC returned miR122 inh -5, DENV2 CPE 1, Casp6 inh 0, SIRT5 inh -6, ERp5 inh 3 and CFTR F508del cor 1.0.
`CO[C@H]1CN(C)C(=O)c2ccc(NC(=O)Nc3cc(Cl)cc(Cl)c3)cc2OC[C@@H](C)NC[C@@H]1C` gave DENV2 CPE -10, Casp6 inh 0, ERAP1 inh -2, SIRT5 inh 1.4*, ERp5 inh -2 and CFTR F508del cor 0.1.
Screening C[C@H](NC(=O)C[C@H]1CC[C@@H]2[C@@H](COc3ccc(NS(=O)(=O)c4ccc(Cl)cc4)cc3C(=O)N2C)O1)c1ccccc1 returned miR122 inh -45[16.7 µM], DENV2 CPE 0, Casp6 inh 0, ERAP1 inh -2, SIRT5 inh 3, ERp5 inh 2 and CFTR F508del cor -0.2.
`Cc1ccc(S(=O)(=O)N2CCCCC2)cc1NC(=O)c1ccc(Cl)nc1` gave DENV2 CPE -2, Casp6 inh -2, ERAP1 inh 0, SIRT5 inh -6, ERp5 inh 4 and CFTR F508del cor -1.4.
Screening Cc1ccc(S(=O)(=O)N(C)C[C@H]2Oc3c(NS(C)(=O)=O)cccc3C(=O)N([C@@H](C)CO)C[C@@H]2C)cc1 returned miR122 inh 14[16.7 µM], DENV2 CPE 4, Casp6 inh 0, ERAP1 inh 5, SIRT5 inh 3, ERp5 inh -2 and CFTR F508del cor 1.6.
`Cc1nn(-c2ccccn2)c2c1C(c1ccncc1)C1=C(CC(C)(C)CC1=O)N2` (stereo not drawn) gave miR122 inh -11, DENV2 CPE 1, Casp6 inh -1, ERAP1 inh -2, SIRT5 inh -10, ERp5 inh 2 and CFTR F508del cor -2.2.
`Cc1noc(C)c1S(=O)(=O)N(C)C[C@H]1OCCCC[C@H](C)Oc2ccc(NS(C)(=O)=O)cc2C(=O)N([C@H](C)CO)C[C@H]1C` gave miR122 inh -1[16.7 µM], DENV2 CPE 1, Casp6 inh -2, ERAP1 inh 1, SIRT5 inh 2, ERp5 inh -1 and CFTR F508del cor -2.4.
O=C(CNCc1ccccc1)Nc1cccc(Cl)c1Cl was read as miR122 inh -3, DENV2 CPE 4, Casp6 inh 2, ERAP1 inh 0, SIRT5 inh 0, ERp5 inh 2 and CFTR F508del cor 1.1.
`CC(C)(C)C(=O)NC1CC2CCCC(C1)N2C(=O)Nc1cccc(Cl)c1` (stereo not drawn) gave miR122 inh -3, DENV2 CPE 6, Casp6 inh -2, ERAP1 inh 1, SIRT5 inh 1, ERp5 inh 4 and CFTR F508del cor -4.3.
Screening Cn1nnnc1Sc1ncnc2scc(-c3ccccc3Br)c12 returned miR122 inh -9, DENV2 CPE 1, Casp6 inh 0, ERAP1 inh -1, SIRT5 inh -3, ERp5 inh -4 and CFTR F508del cor -7.4.
For COc1ccc(/C=N/OCC(=O)N=Nc2c(O)[nH]c3ccc(Br)cc23)cc1OC the results were DENV2 CPE 1, Casp6 inh 0, ERAP1 inh 16, SIRT5 inh -3 and ERp5 inh 7.
For COc1ccc(CCC(=O)Nc2ccc3c(c2)OCO3)cc1OC the results were DENV2 CPE 4, Casp6 inh 0, ERAP1 inh -5, SIRT5 inh 1, ERp5 inh 0 and CFTR F508del cor -0.9.
`Cc1ccc(S(=O)(=O)N(C)C[C@H]2Oc3ccc(NS(=O)(=O)c4ccccc4)cc3C(=O)N([C@H](C)CO)C[C@@H]2C)cc1` gave miR122 inh -3[16.7 µM], DENV2 CPE 2, Casp6 inh 3, ERAP1 inh -1, SIRT5 inh 2, ERp5 inh 1 and CFTR F508del cor 0.9.
CC(=O)N(C)C[C@H]1Oc2cc(C#CCC3CCCC3)ccc2S(=O)(=O)N([C@H](C)CO)C[C@H]1C was read as miR122 inh -12[16.7 µM], DENV2 CPE -1, Casp6 inh 2, ERAP1 inh 1, SIRT5 inh 0, ERp5 inh 1 and CFTR F508del cor 1.2.
For CCCNC(=O)N1CC2(C1)[C@@H](c1ccccc1)[C@@H](CO)N2Cc1cccc(F)c1 the results were DENV2 CPE 2, Casp6 inh 1, ERAP1 inh -2, SIRT5 inh 0, ERp5 inh -6 and CFTR F508del cor 0.8.
CC[C@@]1(C(=O)OC)N[C@H](CN(C)C(=O)c2ccc(C)cc2)[C@@H]2C(=O)N(C)C(=O)[C@@H]21 was read as DENV2 CPE 3, Casp6 inh -2, ERAP1 inh -2, ERp5 inh 3 and CFTR F508del cor -4.0.
Screening Cc1cccc(C)c1NC(=O)c1cccc(C(=O)Nc2c(C)cccc2C)n1 returned miR122 inh 12, DENV2 CPE 0, Casp6 inh 0, ERAP1 inh 3, SIRT5 inh -3, ERp5 inh -2 and CFTR F508del cor 2.4.
`O=C(NCC[C@H]1CC[C@@H](NS(=O)(=O)c2ccc(Cl)cc2)[C@H](CO)O1)c1ccccc1F` gave DENV2 CPE 6, Casp6 inh -1, ERAP1 inh -2, SIRT5 inh 2, ERp5 inh 0 and CFTR F508del cor 3.4.
`CNC(=S)N1N=C(c2cccs2)CC1c1ccc(OC)cc1` (stereo not drawn) gave miR122 inh 14, DENV2 CPE -1, Casp6 inh 20, ERAP1 inh 0, SIRT5 inh -1 and ERp5 inh 2.
COc1ccc(N(C)S(=O)(=O)c2cccc(C(=O)NC3CCCC(C)C3C)c2)cc1 (stereo not drawn) was read as DENV2 CPE 6, Casp6 inh -2, ERAP1 inh 3, SIRT5 inh -1, ERp5 inh -1 and CFTR F508del cor 0.9.
Screening CC(=O)Nc1ccc(SCCCC(=O)c2ccccc2)cc1 returned miR122 inh 5, DENV2 CPE 7, Casp6 inh 0, ERAP1 inh -2, SIRT5 inh 0, ERp5 inh 3 and CFTR F508del cor -2.6.
Screening Cc1cc(N)n2nc(C)c(-c3ccc(Cl)cc3)c2n1 returned DENV2 CPE 16, Casp6 inh 2, SIRT5 inh -14, ERp5 inh -1 and CFTR F508del cor -0.5.
For Cc1cc(=O)oc2c3c(ccc12)OC/C3=N/N the results were miR122 inh 1, DENV2 CPE -1, Casp6 inh -2, SIRT5 inh -10, ERp5 inh 0 and CFTR F508del cor -0.2.
C[C@H]1CN([C@@H](C)CO)C(=O)Cc2cc(NC(=O)Nc3cccc4ccccc34)ccc2O[C@H]1CN(C)Cc1ccc(C(=O)O)cc1 was read as miR122 inh -5[16.7 µM], DENV2 CPE 5, Casp6 inh 5, ERAP1 inh -14, SIRT5 inh 9, ERp5 inh 2 and CFTR F508del cor 0.3.
Screening Cc1ccc(S(=O)(=O)N2CCN(C(=O)c3cc4c(s3)CCC(C)C4)CC2)cc1 (stereo not drawn) returned miR122 inh -6, DENV2 CPE -5, Casp6 inh 2, ERAP1 inh 0, SIRT5 inh -4, ERp5 inh 8 and CFTR F508del cor -2.8.
`O=[N+]([O-])c1cccnc1Oc1ccccc1F` gave DENV2 CPE 3, Casp6 inh -3, SIRT5 inh -4, ERp5 inh 5 and CFTR F508del cor -1.6.
For C[C@H]1[C@@H](c2ccccc2)Oc2ccc(Cl)cc2S(=O)(=O)N1Cc1cccc(F)c1 the results were DENV2 CPE inconclusive, Casp6 inh -4, ERAP1 inh 1, SIRT5 inh 3, ERp5 inh 6 and CFTR F508del cor -1.2.
Screening Cc1cnc(C(=O)OCC(=O)Nc2ccccc2-c2ccccc2)cn1 returned DENV2 CPE -2, Casp6 inh -2, ERAP1 inh -2, SIRT5 inh 3, ERp5 inh -3 and CFTR F508del cor 1.1.
`Cc1cc(Cl)c2oc(C(=O)N3CCC(O)(c4ccccc4)CC3)c(C)c2c1` gave miR122 inh 16, DENV2 CPE 9, Casp6 inh 1, ERAP1 inh -5, SIRT5 inh -1, ERp5 inh 1 and CFTR F508del cor -2.0.
Screening C[C@H](CO)N1C[C@H](C)[C@H](CN(C)C(=O)Cc2cccnc2)Oc2ncc(/C=C/c3ccccc3)cc2C1=O returned miR122 inh 9[16.7 µM], DENV2 CPE 1, Casp6 inh 1, ERAP1 inh 0, SIRT5 inh -17, ERp5 inh 0 and CFTR F508del cor -0.5.
For C[C@@H]1CCCCO[C@@H](CN(C)Cc2ccccc2)[C@H](C)CN([C@H](C)CO)C(=O)c2cc(NC(=O)Nc3ccc(F)cc3)ccc2O1 the results were miR122 inh 0[16.7 µM], DENV2 CPE 41*, Casp6 inh -1, ERAP1 inh 2, SIRT5 inh -9, ERp5 inh -5 and CFTR F508del cor 1.1.
Cc1ccc(-c2nc(-c3ccncc3)no2)cc1 was read as miR122 inh -3, DENV2 CPE -2, Casp6 inh -2, ERAP1 inh -1, SIRT5 inh -2, ERp5 inh -1 and CFTR F508del cor -1.6.
For CO[C@H]1CC[C@H]2CCOc3ccc(C#N)cc3C(=O)N(C)C[C@H](c3ccccc3)CC(=O)N(C)C[C@H]1O2 the results were DENV2 CPE -3, Casp6 inh -2, ERAP1 inh -3, SIRT5 inh -3 and ERp5 inh 3.
Screening COc1ccc(NC(=O)Nc2ccc3c(c2)C(=O)N([C@H](C)CO)C[C@H](C)[C@H](CN(C)Cc2ccccc2)OCCCC[C@@H](C)O3)cc1 returned miR122 inh 0[16.7 µM], DENV2 CPE 26*, Casp6 inh 0, ERAP1 inh -2, SIRT5 inh 7, ERp5 inh 0 and CFTR F508del cor -1.1.
For COc1ccc(CN(C)C(=O)c2ccc(Oc3ccccc3)cc2)cc1F the results were miR122 inh 4, DENV2 CPE 1, Casp6 inh 3, ERAP1 inh 5, SIRT5 inh -7, ERp5 inh -1 and CFTR F508del cor 1.6.
`Cc1c(Cl)cccc1NC(=O)Cn1cc(C(F)(F)F)cc(Cl)c1=O` gave DENV2 CPE 3, Casp6 inh -2, ERAP1 inh 0, SIRT5 inh -3 and ERp5 inh 4.
For CCOC(=O)[C@]12CCCC=C1N(Cc1ccco1)C(=O)[C@H](CC(=O)N1CCN(C(=O)c3ccco3)CC1)C2 the results were DENV2 CPE 18, Casp6 inh 3, SIRT5 inh -14, ERp5 inh -2 and CFTR F508del cor -3.0.
O=C(CN1C(=O)/C(=C/c2cccc(Br)c2)SC1=S)NC1=NCCS1 was read as DENV2 CPE 7, Casp6 inh -3, ERAP1 inh 1, SIRT5 inh -2 and ERp5 inh -2.
For C[C@@H]1CN([C@@H](C)CO)S(=O)(=O)c2ccc(Br)cc2O[C@H]1CN(C)C(=O)Nc1ccc2c(c1)OCO2 the results were miR122 inh -2, DENV2 CPE 3&1, Casp6 inh 2&-3, ERAP1 inh -1&1, SIRT5 inh -1&0, ERp5 inh 7&1 and CFTR F508del cor 5.7&4.4.
COc1ccc(OC)c(-c2nn(-c3ccccc3)cc2C(=O)NCC(c2cccs2)N2CCOCC2)c1 (stereo not drawn) was read as DENV2 CPE 1, Casp6 inh 2, ERAP1 inh 0, SIRT5 inh 1, ERp5 inh -1 and CFTR F508del cor 0.4.
Cc1cc2ncn(S(=O)(=O)c3ccc(S(N)(=O)=O)cc3)c2cc1C was read as miR122 inh 1, DENV2 CPE -1, Casp6 inh 0, ERAP1 inh -2, SIRT5 inh -2, ERp5 inh 7 and CFTR F508del cor 4.3.
Screening CCOc1ccc(N(CC(=O)NCc2ccccc2)S(=O)(=O)c2c(C)noc2C)cc1 returned miR122 inh 1, DENV2 CPE 5, Casp6 inh 1, ERp5 inh 4 and CFTR F508del cor 2.3.
COc1ccc(-c2ccc([C@@H]3[C@H](C#N)N(C(=O)c4cccc(F)c4)[C@H]3CO)cc2)cc1 was read as DENV2 CPE 0, Casp6 inh 2, ERAP1 inh 0, SIRT5 inh 2, ERp5 inh 1 and CFTR F508del cor -0.7.
`CC=Cc1ccc2n(c1=O)C[C@H]1[C@H](CO)[C@@H](C(=O)N[C@@H](C)c3ccccc3)N(C(=O)c3cnccn3)[C@@H]21` (mixture of isomers) gave DENV2 CPE 3, Casp6 inh -4, ERAP1 inh 2, SIRT5 inh 3 and ERp5 inh -1.
CN(C)CC#Cc1ccc([C@@H]2[C@@H](CO)N3CCCCN(CC4CCOCC4)C[C@@H]23)cc1 was read as miR122 inh 4[16.7 µM], SIRT5 inh 0, ERp5 inh 0 and CFTR F508del cor 1.3.
